Bioassay records as filed in PubChem BioAssay.
HT1080 IDH1KD tx: HT-1080 IDH1 knockdown cell toxicity (counter line). Potency, µM (series often up to 46.1 µM), inactives show at the top dose activity, negative = toxicity, most hits filed as cytotoxic. 2% of 360,000 active. HT-1080 IDH1 knockdown viability, ATP luminescence, 48 h;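 further: potency means the concentration at half of the fitted maximal effect; 0% = DMSO wells and -100% = cell-free medium wells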
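After a 2 h attachment period, IDH1KD HT-1080 cells took pin-transferred compound for 48 h at 37 °C; ATP-based luminescence after 10 min room-temperature reagent incubation reported viability.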
SW480 rerep: induces DNA re-replication in SW480 colon adenocarcinoma cells | SW480 DNA re-replication, Hoechst DNA content imaging, 48 h | Potency, µM (doses to about 46.1 µM), inactives show at the highest dose re-replication activation, hits mostly activators | 1.8% of 340,000 active | AID 624297; further: potency means the concentration at half of the fitted maximal effect; % of control where 0% means no effect; nearly all actives have a fitted effect of over 55% in size
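DNA re-replication was detected as more nuclei of elevated Hoechst intensity after 48 hr exposure to compound (23 nL pinned per well of 250 cells).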
KB-3-1 tox: KB-3-1 parental cell cytotoxicity. KB-3-1 viability, CellTiter-Glo ATP luminescence, 72 h. Potency, µM (top dose mostly 46.1 µM), inactives show at the highest dose activity change, negative = cytotoxic, hits mostly cytotoxic. 1.4% of 400,000 active. AID 1347075; further: potency means the concentration at half of the fitted maximal effect; on the % scale 0 is the no-effect control and ±100 the full control effect; nearly all actives have a fitted effect of over 60% in size
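Here the drug-naive KB-3-1 line serves as comparator for MDR sub-line selectivity; cells received compound titrations, 72 h at 37 °C, then CellTiter-Glo readout.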
HT1080NT lethal: kills 2HG-producing HT-1080-NT fibrosarcoma cells; Potency, µM (doses to about 46.1 µM), for inactives: at the top dose activity, negative = less viability, actives largely listed as cytotoxic; AID 686970; HT-1080-NT fibrosarcoma viability, CellTiter-Glo ATP luminescence, 48 h; 1.6% of 360,000 active;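 further: NT is the 2HG producing partner of a matched IDH1 knockdown line; potency means the concentration at half of the fitted maximal effect; 0% = DMSO-treated cells and -100% = media-only wells without cells; nearly all actives have a fitted effect of over 55% in size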
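Read-out is CellTiter-Glo luminescence after 10 minutes at room temperature, following 48 hours' compound treatment of HT-1080-NT cells (750 cells/well, RPMI, 5% FBS, 37 degrees C).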
IL-1B inflam inh: blocks inflammasome-driven IL-1 beta release | 4.7% of 360,000 active | activity change, % at 57.5 µM | THP-1 LPS/ATP IL-1B secretion, AlphaLISA, 16 h; active compounds read low | AID 743279; in the data active means activity change below about -50%; inconclusive means mostly about -30% to -49%; further: on the % scale 0 is the no-effect control and ±100 the full control effect
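THP-1 cells pretreated 1 hr with compounds (up to 57.5 uM final), then stimulated with LPS (250 ng/mL final) plus ATP (1.25 mM final); secreted IL-1B measured by AlphaLISA after 16 hr, decreased signal indicating inhibition.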
ATXN2 expr inh: ATXN2 expression inhibition. Potency, µM (highest dose often 57 µM), for inactives: top-dose activity change, negative = inhibition, actives largely listed as inhibitors. HEK-293 ATXN2-luciferase reporter, luminescence, 24 h. 0.72% of 360,000 active; further: potency means the concentration at half of the fitted maximal effect; on the % scale 0 is the no-effect control and ±100 the full control effect; nearly all actives have a fitted effect of over 55% in size
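qHTS (up to 57 uM final) was run with 24 h compound exposure of reporter cells at 37 °C. Each well was multiplexed: SteadyGlo luminescence measured ATXN2-luciferase expression after a fluorogenic Gly-Phe-AFC viability readout (25 uM final).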
S2 tox: cell viability loss in ATXN counter-screen; S2 cells (HEK-293 line with an ATXN2-luciferase reporter) viability, CellTiter-Fluor protease fluorescence, 24 h; Potency, µM (series often up to 56.7 µM), hits mostly cytotoxic; 0.49% of 400,000 active; further: potency means the concentration at half of the fitted maximal effect; nearly all actives have a fitted effect of over 40% in size
MCF10A rereplic: induces DNA re-replication in MCF 10a normal breast cells. AID 624296. MCF 10A DNA re-replication, Hoechst nuclear intensity, 48 h. Potency, µM (titrated, usually from 46.1 µM), for the others: top-dose activity, positive = re-replication, usual class: activators. 2.9% of 350,000 active; further: potency means the concentration at half of the fitted maximal effect; % of control where 0% means no effect; nearly all actives have a fitted effect of over 50% in size
KB-V1 MDR tox: KB-V1 MDR subline cytotoxicity. KB-V1 MDR cells viability, CellTiter-Glo, 72 h. Potency, µM (top dose mostly 46.1 µM), for the others: at the top dose activity change, negative = cytotoxicity, most hits filed as cytotoxic. 3.4% of 400,000 active. AID 1347076; further: potency means the concentration at half of the fitted maximal effect; on the % scale 0 is the no-effect control and ±100 the full control effect; nearly all actives have a fitted effect of over 60% in size
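Cytotoxicity toward P-gp-expressing KB-V1 cells was determined as loss of CellTiter-Glo luminescence after 72 h at 37 degrees C. Compounds were tested in quantitative HTS format across a concentration range, with curves fitted to normalized data.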
* marks the source's active call; other numbers are inactive results; i = inactive; ? = inconclusive; / = no result given; [ ] = dose if it differs, or a comment. Unless noted, the call rests on the fitted dose curve; in most records, active means well fitted curve in the direction sought with a large enough effect; inconclusive means small, poorly fitted or top-dose-only effect, or another doubt; inactive means no such curve, though single readings can be large; an effect the other way counts as inactive or inconclusive. Hits appear at their usual frequency; 11% or so of the library scored in one or more.

SMILES | HT1080 IDH1KD tx | SW480 rerep | KB-3-1 tox | HT1080NT lethal | IL-1B inflam inh | ATXN2 expr inh | S2 tox | MCF10A rereplic | KB-V1 MDR tox
O=[N+]([O-])c1ccc2c(c1)C(O)n1ncnc1S2 (stereo not given) | 0% | -1% | 1% | 2% | 2 | -9% | i | 1% | 1%
CCOC(=O)[C@H]1[C@H]2COc3cc(OC)ccc3[C@@H]2N2C(=O)c3cc(F)c(F)cc3NC(=O)[C@@]12C | 0% | 2% | ? | 0% | -18 | -2% | i | -12% | -2%
CC(C)CC(N)C(=O)OCc1ccc([N+](=O)[O-])cc1 (stereo not given) | 10% | -4% | 9% | 13% | 17 | -12% | ? | -1% | 0%
COc1ccc(CNC(=O)[C@H](C)NC(=O)C2CCN(C(=O)[C@@H](N)CCSC)CC2)cc1 | 5% | -62%[inhibitor] | 0% | 5% | 3 | 7% | i | -1% | 16%
CCNc1nc(NCC)n2c(SC(C(=O)Nc3cc(Cl)cc(Cl)c3)c3ccccc3)nnc2n1 (stereo not given) | 1% | -10% | -12% | 0% | 38 | 25µM* | / | ? | ?
CCOc1ccc(OCCSc2nc(-c3ccccc3)cc(=O)[nH]2)cc1 | -4% | -2% | 5% | -5% | 18 | 5% | ? | 4% | 19%
O=C(C(=O)N1CCCCC1)c1cn(CC(=O)N2CCCCCC2)c2ccccc12 | 1% | -7% | -6% | 0% | i | -8% | ? | 11% | ?
CCN(CC)S(=O)(=O)c1ccc(NC(=O)COC(=O)CCc2cc(OC)c(OC)c(OC)c2)cc1 | 10% | -4% | -6% | 14% | 17 | 0% | i | -3% | ?
Cc1nn(-c2ccc(Cl)cc2)c2sc(C(=O)N3CCN(c4ccccn4)CC3)cc12 | 11% | 2% | 10% | 17% | -25 | -6% | i | -39%[inhibitor] | 16%
COc1ccc(OC)c2[nH]c(=O)c(CCNC(=O)c3ccc(S(=O)(=O)N4CCCC4)cc3)cc12 | 5% | 0% | -4% | -3% | 6 | 21% | i | ? | 18µM*
Cc1cccc(NC(=O)NNC(=O)c2c(Cl)c(C)nn2C)c1 | -6% | -8% | -12% | -3% | 17 | -6% | i | 0% | -25%
CC(=O)Nc1sc(NC(=O)c2ccccc2)nc1-c1cccs1 | 9%[9.24 µM] | -2% | 5% | 6% | ? | -4% | i | -2% | 18%
CC(=O)N1CCN(C(C(=O)Nc2c(C)cccc2C)c2ccccc2OC(F)(F)F)CC1 (stereo not given) | 2% | / | 1% | 22% | 19 | / | / | / | ?
CCN(CC)c1ccc(/C=N/N2C(=O)c3ccccc3C2=O)c(O)c1 | 30% | -541%[inhibitor] | 4% | 12% | 7 | 15% | ? | ? | -2%
COc1ccc(Cc2nnc(NC(=O)CS(=O)(=O)c3ccc(C)cc3)s2)cc1OC | 0% | 20% | -1% | 4% | 11 | -1% | i | -13% | 14%
O=C(Nc1cccc(NC(=O)c2cccc(Cl)c2)c1)c1cccnc1 | -9% | ? | -9% | 9% | -5 | -21% | i | 2% | -1%
CCc1ccccc1OCC(=O)Nc1cc(S(=O)(=O)N(CC)CC)ccc1N1CCOCC1 | -6% | -15% | -9% | 0% | 0 | -6% | i | ? | 0%
O=C(CCN1C(=O)/C(=C\C=C\c2ccccc2)SC1=S)Nc1ccc(C(=O)O)cc1 | -11% | ? | -27% | 0% | -55* | 47%[activator] | i | ? | 20%
Cc1ccc(NC(=O)CSCC(=O)N(C)Cc2c(F)cccc2Cl)cc1 | -15% | / | -7% | -3% | -13 | / | i | / | ?
CC(C)n1c(Oc2ccc(F)cc2)nc2c1c(=O)n(C)c(=O)n2C | 6% | -10% | 22% | 2% | 46 | -17% | ? | -1% | ?
CC(C)c1ccc(Nc2nc(N3CCOCC3)nc(N3CCOCC3)n2)cc1 | 1% | / | 1% | 1% | -8 | / | i | / | -18%
COC(=O)c1ccc(/C=C/c2c(-c3ccc(OC)cc3)oc3ccccc23)cc1 | -1% | 22% | 2% | 1% | -6 | 1% | i | ? | 0%
CC(NC(=O)C1CCN(S(=O)(=O)c2cnc[nH]2)CC1)c1ccccc1 (stereo not given) | 6% | -6% | 5% | 7% | 0 | 3% | i | -3% | 4%
Cc1ccn2c(Nc3ccc(F)cc3)c(-c3ccccn3)nc2c1 | / | / | -26% | / | / | 0% | ? | / | ?
Nc1ccc(C(=O)Nc2ccccc2C(=O)O)cc1 | -1% | -3% | 10% | 3% | -5 | -2% | i | 8% | 18%
CC(NC(=O)COC(=O)c1ccco1)c1ccccc1 (stereo not given) | -1% | 1% | -1% | -4% | 0 | 2% | i | -5% | ?
COc1ccc(C2CC(c3ccccc3F)=NN2c2ccc(S(N)(=O)=O)cc2)cc1 (stereo not given) | -4% | 0.92µM* | 0% | -7% | -16 | 2% | / | 2.1µM* | -3%
COc1cc(-c2nc(-c3ccncc3)no2)cc(OC)c1OC | 24% | -1% | -1% | 13% | -26 | -1% | i | ? | ?
CC1CN(S(=O)(=O)c2cc(C(=O)NC(C)c3cccnc3)ccc2Cl)CC(C)O1 (stereo not given) | -8% | -3% | 13% | 4% | 30 | -1% | i | -1% | -8%
CN(CC(=O)Nc1ccccc1Cl)C(=O)COC(=O)c1ccc(=O)n(Cc2ccccc2)n1 | 29% | -3% | 9% | 22% | 3 | -7% | i | 2% | ?

A second format for three compounds above:
Every second line gives: HT1080 IDH1KD tx | SW480 rerep | KB-3-1 tox | HT1080NT lethal | IL-1B inflam inh | ATXN2 expr inh | S2 tox | MCF10A rereplic | KB-V1 MDR tox
- CCN(CC)c1ccc(/C=N/N2C(=O)c3ccccc3C2=O)c(O)c1
 : 30% | -541%[inhibitor] | 4% | 12% | 7 | 15% | ? | ? | -2%
- CCOc1ccc(OCCSc2nc(-c3ccccc3)cc(=O)[nH]2)cc1
 : -4% | -2% | 5% | -5% | 18 | 5% | ? | 4% | 19%
- COc1ccc(CNC(=O)[C@H](C)NC(=O)C2CCN(C(=O)[C@@H](N)CCSC)CC2)cc1
 : 5% | -62%[inhibitor] | 0% | 5% | 3 | 7% | i | -1% | 16%

The list continues.
SMILES | HT1080 IDH1KD tx | SW480 rerep | KB-3-1 tox | HT1080NT lethal | IL-1B inflam inh | ATXN2 expr inh | S2 tox | MCF10A rereplic | KB-V1 MDR tox
Cc1ccccc1-c1cc(C(=O)Nc2sc(C)c(C)c2C(N)=O)c2ccccc2n1 | ? | 0% | 0% | ? | -15 | ? | ? | -6% | 16µM*
Cc1ccc(NC(=O)CN2C(=O)CCc3cc(S(=O)(=O)N4CCOCC4)ccc32)c(C)c1 | / | / | 1% | / | / | 10% | i | / | -25%
CCOC(=O)c1c(-c2ccc(OC)cc2)oc2ccc(OCc3ccccc3C)cc12 | / | / | 6% | / | / | 12% | i | / | ?
O=C(CN1CCCN(S(=O)(=O)c2ccc(Br)s2)CC1)Nc1ccc(Cl)cc1 | 18µM* | ? | ? | ? | -76* | ? | i | ? | -8%
CCOC(=O)C(=CNc1cccnc1Oc1ccc(C)c2c1CCC2)C(=O)OCC | 8% | ? | -31% | 13% | -15 | -22% | i | 16% | ?
O=C1C(=O)N(C2CCN(C(=O)c3cccc(Cl)c3)CC2)CCN1Cc1ccc(F)cc1 | / | / | 10% | / | / | 10% | i | / | 0%
CCN(CC)S(=O)(=O)c1cccc(C(=O)NNC(=O)C2=NN(c3ccccc3)C(=O)CC2)c1 | 5% | -7% | -28% | -7% | 0 | 2% | i | -1% | 10%
CC(=O)c1ccc2c(c1)C1C=CCC1C(c1cc3c(cc1Br)OCO3)N2 (stereo not given) | 3.7µM* | 12µM* | 5.8µM* | 5.8µM* | 97 | -11% | i | 4.1µM* | 6.5µM*
CC1(C(=O)NS(=O)(=O)c2ccc3c(c2)CCO3)CCN1C(=O)C1(c2ccc(Cl)cc2)CCC1 (stereo not given) | 17% | / | -7% | 1% | 15 | 4% | i | / | -16%
CC(C)Cc1nnc(NC(=O)CCNC(=O)c2ccccc2Cl)s1 | 0% | 2% | 18% | -18%[9.24 µM] | 16 | -6% | i | -1% | ?
CCN(CC)S(=O)(=O)c1ccc(-c2nnc(SCC(=O)N3c4ccccc4CC3C)n2CC)cc1 (stereo not given) | -2% | -5% | -22% | 0% | 3 | -18% | i | 3% | 21µM*
OC(Cc1ccccc1Br)c1ncc(-c2ccc(Cl)cc2)[nH]1 (stereo not given) | 21µM* | / | -23% | ? | -4 | 0% | ? | / | ?
COc1ccc(NC(=O)Cc2nnc(N)s2)cc1 | 3% | -4% | 19% | 4% | 21 | 12% | i | -2% | 2%
Cc1ccc2c(CC(=O)Nc3ccccc3C(F)(F)F)coc2c1C | / | / | 8% | / | / | -18% | ? | / | ?
CCc1nnc(NC(=O)CC23CC4CC(CC(Br)(C4)C2)C3)s1 | 5% | 1% | 2% | 10% | -15 | -23% | i | -3% | -9%
Cn1nc(C(=O)N2CCc3ccccc3C2)c2ccccc2c1=O | 12% | -2% | -2% | 7% | 13 | 5% | i | 7% | -9%
CS(=O)(=O)N(CC(=O)NCCSCc1ccccc1)c1ccccc1Cl | 0% | -2% | 4% | -11% | 17 | 3% | i | 5% | -19%

3 entries out of the list, sorted by number of heavy atoms, low to high:
SMILES | HT1080 IDH1KD tx | SW480 rerep | KB-3-1 tox | HT1080NT lethal | IL-1B inflam inh | ATXN2 expr inh | S2 tox | MCF10A rereplic | KB-V1 MDR tox
CCc1nnc(NC(=O)CC23CC4CC(CC(Br)(C4)C2)C3)s1 | 5% | 1% | 2% | 10% | -15 | -23% | i | -3% | -9%
CC(=O)c1ccc2c(c1)C1C=CCC1C(c1cc3c(cc1Br)OCO3)N2 (stereo not given) | 3.7µM* | 12µM* | 5.8µM* | 5.8µM* | 97 | -11% | i | 4.1µM* | 6.5µM*
CCOC(=O)C(=CNc1cccnc1Oc1ccc(C)c2c1CCC2)C(=O)OCC | 8% | ? | -31% | 13% | -15 | -22% | i | 16% | ?
